FXIIa inh 1536: human FXIIa protease inhibitors, primary screen, biochemical, 1536-well. 220,000 tested, 0.3% active. Coagulation factor XII (Homo sapiens), P00748. purified FXIIa, Boc-QGR-AMC fluorogenic substrate, 2 h. inhibition, % at 5 µM; in the data active means inhibition above about 40%;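 further: 0% = enzyme with no compound and 100% = blank without enzyme; many of its hits are not listed in these tables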
PPC-1+TRAIL kill: compounds killing PPC-1 cancer cells with TRAIL present, primary screen, TRAIL potentiator project, ATPLite luminescence, uHTS; 220,000 tested, 0.41% active; AID 1443, 2008; PPC-1 cells + TRAIL, ATPLite viability luminescence; cell killing (% activity), % at 4 µM;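 active means cell killing above 50% in the first pass at 4 µM, then a duplicate retest at 5 µM averaging 50% or more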;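 further: plate controls were cells with TRAIL plus DMSO for no effect and medium-only wells lacking cells for full effect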
FXIa inh 1536: human FXIa protease inhibitors, primary screen, biochemical, 1536-well; Coagulation factor XI (Homo sapiens), P03951; purified FXIa, Boc-Glu-Ala-Arg-AMC fluorogenic substrate; AID 798, 2007; inhibition, % at 5 µM; 220,000 tested, 0.14% active;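 active means inhibition of at least 40%; inactive means inhibition below 40%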;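 further: fluorescence of freed AMC excited at 355 nm; 0% = enzyme without compound and 100% = no enzyme blank; many of its hits are not listed in these tables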
EP2 antag: human EP2 receptor antagonists, primary screen, TR-FRET cAMP, C6 glioma cells. Prostaglandin E2 receptor EP2 subtype (Homo sapiens), P43116. inhibition, % at 25 µM. 260,000 tested, 0.52% active. C6 glioma cells expressing human EP2; cells stimulated with saturating PGE2;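 active means percent inhibition above 40 after rounding to a whole number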;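 further: rat C6 glioma host cells with rolipram phosphodiesterase inhibitor present; the protocol text gives 20 µM as final concentration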
Target sequence (P43116 whole entry, looked up): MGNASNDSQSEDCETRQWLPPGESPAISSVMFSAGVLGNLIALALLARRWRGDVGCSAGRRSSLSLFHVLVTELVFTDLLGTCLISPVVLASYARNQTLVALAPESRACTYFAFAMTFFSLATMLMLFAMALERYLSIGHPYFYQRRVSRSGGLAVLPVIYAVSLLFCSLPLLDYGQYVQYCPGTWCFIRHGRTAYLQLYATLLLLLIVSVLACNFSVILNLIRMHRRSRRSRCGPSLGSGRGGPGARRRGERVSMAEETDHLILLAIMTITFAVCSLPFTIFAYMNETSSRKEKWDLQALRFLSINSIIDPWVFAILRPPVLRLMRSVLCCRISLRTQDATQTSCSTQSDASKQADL
L929 necroptosis: inhibitors of zVAD-triggered necroptosis, primary screen, L929 cells; viability rescue, % at 10 µM; 220,000 tested, 0.38% active; L929 zVAD necroptosis rescue, ATP luminescence, 24 h; with zVAD 60 µM;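 active means activation, scaled between plate controls, above about 75%, limit read from the data; inactive means activation under that limit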;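 further: 0% = zVAD with DMSO and 100% = DMSO alone without zVAD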
TbHK1 inh: Trypanosoma brucei hexokinase 1 inhibitors, primary screen, biochemical, G6PDH-coupled NADH absorbance, MLSCN library | recombinant TbHK1, G6PDH-coupled NADH A340 | AID 1430, 2008 | inhibition, % at 10 µM | 220,000 tested, 0.11% active | hexokinase 1 [Trypanosoma brucei];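 active means inhibition of 50% or more in the single-dose primary screen; inactive means inhibition below 50%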
Wee1 degr inh: Wee1 degradation inhibitors, primary screen, cell-based, HeLa, Wee1K328M-luciferase, luminescence. HeLa Luc-Wee1K328M stability; 100% = proteasome inhibitor MG132 effect. reporter increase, % at 5 µM. 220,000 tested, 1.2% active;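 active means activation above the mean of all tested compounds plus 3 SD, set per screening run, cut at about 8.8% in these data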;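 further: cells exposed to compound for 20 h before luminescence read; 0% = DMSO alone and 100% = MG132 at 30 µM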
Target sequence (P30291 whole entry K328M): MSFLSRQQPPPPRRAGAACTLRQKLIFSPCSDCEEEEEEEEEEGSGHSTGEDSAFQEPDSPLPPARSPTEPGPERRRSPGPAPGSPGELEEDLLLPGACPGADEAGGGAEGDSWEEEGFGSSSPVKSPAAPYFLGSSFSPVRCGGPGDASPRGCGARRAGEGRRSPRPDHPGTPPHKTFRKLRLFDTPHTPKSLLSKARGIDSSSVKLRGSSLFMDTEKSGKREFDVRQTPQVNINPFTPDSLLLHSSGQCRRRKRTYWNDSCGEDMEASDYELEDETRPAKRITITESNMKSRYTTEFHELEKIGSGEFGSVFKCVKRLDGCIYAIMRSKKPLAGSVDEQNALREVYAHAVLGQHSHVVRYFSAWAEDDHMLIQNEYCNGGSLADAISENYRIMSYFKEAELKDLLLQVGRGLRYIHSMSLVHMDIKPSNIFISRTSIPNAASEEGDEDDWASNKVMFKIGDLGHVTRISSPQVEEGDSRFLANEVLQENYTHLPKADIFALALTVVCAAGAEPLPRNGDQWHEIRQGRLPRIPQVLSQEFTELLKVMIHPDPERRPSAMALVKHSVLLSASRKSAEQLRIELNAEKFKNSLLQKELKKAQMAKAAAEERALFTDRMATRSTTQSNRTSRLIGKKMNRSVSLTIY
CHOP inhibitor: inhibitors of CHOP promoter induction, primary screen, cell-based, unfolded protein response, luciferase reporter. 220,000 tested, 3.8% active. AID 2732, 2010. CHO-K1 CHOP-promoter luciferase, tunicamycin-induced, 15-18 h. inhibition, % at 10 µM;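 active means compounds that reduced the stress-induced luciferase reporter signal by more than about 70% of percent inhibition, limit read from the data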;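 further: 0% = tunicamycin plus vehicle and 100% = wells without tunicamycin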
TNF death inh: inhibitors of TNF-alpha triggered necroptosis, primary screen, cell-based, Jurkat FADD-/-, single concentration | AID 463075, 2010 | activation (protection from cell death), % at 10 µM | Jurkat FADD-/- TNF necroptosis rescue, ATP luminescence, 24 h; 0 = TNF only, 100 = no-TNF cells | 220,000 tested, 0.068% active;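 active means activation, meaning protection from cell death, of at least 50% relative to plate controls; inactive means activation below 50%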;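 further: necroptosis triggered by 40 ng/mL TNF-alpha added together with compound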
The depositor's hits bear a star; & = joins results of further samples.

Results for O=C(NCc1nc2ccccc2[nH]1)c1ccc([N+](=O)[O-])cc1 ?
FXIIa inh 1536: 2; PPC-1+TRAIL kill: 27; FXIa inh 1536: -5; EP2 antag: 9; L929 necroptosis: 2.8; TbHK1 inh: 2; Wee1 degr inh: 6; CHOP inhibitor: -5; TNF death inh: 2.7

Results for CCN(CC)C(=O)C(C)OC(=O)c1ccc(O)cc1 (stereo unspecified) ?
FXIIa inh 1536: 13; PPC-1+TRAIL kill: 7; FXIa inh 1536: 2; EP2 antag: 6; L929 necroptosis: 0.2; TbHK1 inh: -4; Wee1 degr inh: 2; CHOP inhibitor: 16; TNF death inh: -0.1

Results for Cc1nnc(Sc2nc3c(c(=O)[nH]c(=O)n3C)n2Cc2ccccc2)s1 ?
FXIIa inh 1536: 10; PPC-1+TRAIL kill: -10; FXIa inh 1536: 4; EP2 antag: 9; L929 necroptosis: 0.9; TbHK1 inh: -4; CHOP inhibitor: 18; TNF death inh: 0.8

What do the screens show for `COC(=O)[C@H](Cc1ccccc1)NC(=O)NCc1ccccc1`?
FXIIa inh 1536: -2; PPC-1+TRAIL kill: 8; FXIa inh 1536: -5; EP2 antag: 9; L929 necroptosis: 0.7; TbHK1 inh: -5; Wee1 degr inh: -4; CHOP inhibitor: 3; TNF death inh: 3.1

What do the screens show for `O=C(Nc1ccccc1)C1=C[C@@H](C2CCCCC2)C[C@@H](OCc2ccc(CO)cc2)O1`?
FXIIa inh 1536: 10; PPC-1+TRAIL kill: 6; FXIa inh 1536: 4; EP2 antag: 2; L929 necroptosis: 0.0; TbHK1 inh: -7; Wee1 degr inh: 1; CHOP inhibitor: -28; TNF death inh: -3.3

Results for Cc1ccc(OCCCC(=O)Nc2nncs2)cc1 ?
FXIIa inh 1536: 16; PPC-1+TRAIL kill: 20; FXIa inh 1536: 4; EP2 antag: 9&9; L929 necroptosis: 1.2; TbHK1 inh: -2; Wee1 degr inh: 0; CHOP inhibitor: 31; TNF death inh: -1.3

How did COc1ccc(S(=O)(=O)N2CCCC(C(=O)O)C2)cc1 (stereo unspecified) do in these assays?
FXIIa inh 1536: 17; PPC-1+TRAIL kill: -2; FXIa inh 1536: 0; L929 necroptosis: 0.0; TbHK1 inh: -1; Wee1 degr inh: -2; CHOP inhibitor: -16; TNF death inh: 0.8

Results for CCOC(=O)c1ccc(NC2c3ccccc3C(=O)N2c2ccc(C)cn2)cc1 (stereo unspecified) ?
FXIIa inh 1536: -4; PPC-1+TRAIL kill: 39; FXIa inh 1536: -14; EP2 antag: 8; L929 necroptosis: 0.0; TbHK1 inh: -4; Wee1 degr inh: 0; CHOP inhibitor: 34; TNF death inh: 0.0

What do the screens show for `N#Cc1ccc(-c2ccccc2)nc1Sc1ccc(F)cc1`?
FXIIa inh 1536: 15; PPC-1+TRAIL kill: 2; FXIa inh 1536: 2; EP2 antag: 12; L929 necroptosis: 0.1; TbHK1 inh: -7; Wee1 degr inh: 2; CHOP inhibitor: 16; TNF death inh: -1.0

How did Cc1ccc(-n2c(COc3c(C)cccc3C)nnc2SCC(=O)Nc2nccs2)cc1 do in these assays?
FXIIa inh 1536: 18; PPC-1+TRAIL kill: 8; FXIa inh 1536: 6; EP2 antag: 9; L929 necroptosis: -0.2; TbHK1 inh: 15; Wee1 degr inh: 2; CHOP inhibitor: 33; TNF death inh: 1.6

What do the screens show for `c1ccc(Cc2nnc(Sc3ccccc3)c3ccccc23)cc1`?
FXIIa inh 1536: 20; PPC-1+TRAIL kill: 4; FXIa inh 1536: 6; EP2 antag: 27; L929 necroptosis: 31; TbHK1 inh: 2; Wee1 degr inh: -2; CHOP inhibitor: 6; TNF death inh: -1.3

What do the screens show for `COc1cccc(-c2nnc(NC(=O)c3ccc(S(=O)(=O)N(CC(C)C)CC(C)C)cc3)o2)c1`?
FXIIa inh 1536: 1; PPC-1+TRAIL kill: 6; FXIa inh 1536: -9; L929 necroptosis: 0.5; TbHK1 inh: 0; Wee1 degr inh: -2; CHOP inhibitor: 108*; TNF death inh: -11

What do the screens show for `O=C(COC(=O)CCSc1ccc(Cl)cc1)NCc1ccccc1`?
FXIIa inh 1536: -2; PPC-1+TRAIL kill: 5; FXIa inh 1536: -4; EP2 antag: 1; L929 necroptosis: -0.1; TbHK1 inh: 42; Wee1 degr inh: 8; CHOP inhibitor: 12; TNF death inh: 0.9

How did CC(=O)CC(C)(C)S(=O)(=O)c1ccc(NC(C)=O)cc1 do in these assays?
FXIIa inh 1536: 11; PPC-1+TRAIL kill: -27; FXIa inh 1536: 0; EP2 antag: 7; L929 necroptosis: 0.9; TbHK1 inh: 9; Wee1 degr inh: 1; CHOP inhibitor: -5; TNF death inh: 0.9

How did COc1ccccc1OCCOc1ccccc1/C=N/n1cnnc1 do in these assays?
FXIIa inh 1536: 27; PPC-1+TRAIL kill: 12; FXIa inh 1536: 12; EP2 antag: 8; L929 necroptosis: 6.7; TbHK1 inh: -8; Wee1 degr inh: -2; CHOP inhibitor: 11; TNF death inh: 2.8

Results for COc1cc(/C=C2\C(=O)N(CCC#N)N=C2C)ccc1OCC(=O)Nc1ccccc1 ?
FXIIa inh 1536: 23; PPC-1+TRAIL kill: 12; FXIa inh 1536: 20; EP2 antag: 15; L929 necroptosis: 1.0; TbHK1 inh: 34; Wee1 degr inh: 2; CHOP inhibitor: -50; TNF death inh: -0.6

Results for Fc1ccc2nc(-c3ccccc3)nc(SCc3nnc(-c4ccccc4)o3)c2c1 ?
FXIIa inh 1536: 17; PPC-1+TRAIL kill: 0; FXIa inh 1536: 7; EP2 antag: 6; L929 necroptosis: 0.6; TbHK1 inh: 3; Wee1 degr inh: -2; CHOP inhibitor: -11; TNF death inh: 2.6

How did CCC(C(=O)N1CCOCC1)n1c(C(=O)OC)cc2occc21 (stereo unspecified) do in these assays?
FXIIa inh 1536: 6; PPC-1+TRAIL kill: 20; FXIa inh 1536: -1; EP2 antag: 7; L929 necroptosis: 1.2; TbHK1 inh: 7; Wee1 degr inh: 2; CHOP inhibitor: 21; TNF death inh: 1.2

Results for Cc1cc(NCCO)nc(N2CCOCC2)n1 ?
FXIIa inh 1536: 1; PPC-1+TRAIL kill: 12; FXIa inh 1536: -6; EP2 antag: 9; L929 necroptosis: -0.1; TbHK1 inh: -2; Wee1 degr inh: 3; CHOP inhibitor: 10; TNF death inh: -1.0

How did COC(=O)c1cccc(C23CC4(C2)[C@H](CN(CC2CCCCC2)[C@@H]4c2ccccc2)C3c2ccccc2)c1 (stereo partly specified) do in these assays?
FXIIa inh 1536: -1; PPC-1+TRAIL kill: 0; FXIa inh 1536: -5; EP2 antag: 10; L929 necroptosis: 0.9; TbHK1 inh: -8; CHOP inhibitor: 2; TNF death inh: 2.1

Results for CC1=C(C(N)=O)C(c2ccccc2)n2nc(-c3cccc(C)c3)nc2N1 (stereo unspecified) ?
FXIIa inh 1536: 11; PPC-1+TRAIL kill: 11; FXIa inh 1536: -4; EP2 antag: 8; L929 necroptosis: 1.2; TbHK1 inh: 0; Wee1 degr inh: -1; CHOP inhibitor: -7; TNF death inh: 0.2

How did Cc1nccn1-c1c([N+](=O)[O-])c(=O)n(C)c2ccccc12 do in these assays?
FXIIa inh 1536: 9; PPC-1+TRAIL kill: 12; FXIa inh 1536: 0; EP2 antag: 2; L929 necroptosis: -0.2; TbHK1 inh: -16; Wee1 degr inh: -2; CHOP inhibitor: 6; TNF death inh: -0.2

How did CCn1c(=O)c(C(=O)CN2CCOCC2)c(N)n(Cc2ccccc2)c1=O do in these assays?
FXIIa inh 1536: 1; PPC-1+TRAIL kill: 22; FXIa inh 1536: 1; EP2 antag: 4; L929 necroptosis: 0.0; TbHK1 inh: -2; Wee1 degr inh: -4; CHOP inhibitor: 16; TNF death inh: -1.3

How did CC1(C)Cc2c(C#N)c(N3CCN(C(=O)c4ccccc4)CC3)nc(Cc3ccccc3)c2CO1 do in these assays?
FXIIa inh 1536: 2; PPC-1+TRAIL kill: 22; FXIa inh 1536: -5; EP2 antag: 9; L929 necroptosis: 1.3; TbHK1 inh: -6; Wee1 degr inh: -2; CHOP inhibitor: 60; TNF death inh: -2.3

Results for CC1=Nc2ccccc2N=C(NC(=O)CN2CCN(c3ccc(F)cc3)CC2)C1c1ccccc1 (stereo unspecified) ?
FXIIa inh 1536: 1; PPC-1+TRAIL kill: -20; FXIa inh 1536: -2; EP2 antag: 5; L929 necroptosis: 0.0; TbHK1 inh: 3; Wee1 degr inh: 6; CHOP inhibitor: -20; TNF death inh: 1.5

How did CC(C)OC(=O)c1sc2nc3c(cc2c1N)C(=O)CCC3 do in these assays?
FXIIa inh 1536: 5; PPC-1+TRAIL kill: 3; FXIa inh 1536: 1; L929 necroptosis: 1.8; TbHK1 inh: -2; Wee1 degr inh: 12*; CHOP inhibitor: -11; TNF death inh: -0.9

What do the screens show for `COc1ccc(CCNC(=O)c2ccc(C)s2)cc1OC`?
FXIIa inh 1536: 11; PPC-1+TRAIL kill: 14; FXIa inh 1536: 1; EP2 antag: 2; L929 necroptosis: 2.7; TbHK1 inh: 2; Wee1 degr inh: 2; CHOP inhibitor: -1; TNF death inh: 0.9

Results for O=C(CCc1nc2ccccc2[nH]1)Nc1ccc2c(c1)OCCO2 ?
FXIIa inh 1536: 12; PPC-1+TRAIL kill: -10; FXIa inh 1536: 7; EP2 antag: 5; TbHK1 inh: 0; Wee1 degr inh: -3; CHOP inhibitor: 9; TNF death inh: 1.6

What do the screens show for `COCc1[nH]nc2c1C(c1cccc(OC)c1)C(C#N)=C(N)O2` (stereo unspecified)?
FXIIa inh 1536: 3; PPC-1+TRAIL kill: 20; FXIa inh 1536: 3; EP2 antag: 3; L929 necroptosis: 3.7; TbHK1 inh: 1; Wee1 degr inh: 5; CHOP inhibitor: 25; TNF death inh: 0.7

Results for Cc1c(-n2c(-c3ccccc3)nc3ccccc3c2=O)c(=O)n(-c2ccccc2)n1C ?
FXIIa inh 1536: 5; PPC-1+TRAIL kill: 14; FXIa inh 1536: -4; EP2 antag: 4; L929 necroptosis: -0.3; TbHK1 inh: 0; Wee1 degr inh: 0; CHOP inhibitor: -18; TNF death inh: -0.9

How did Cc1ccc(NC(=S)NNS(=O)(=O)c2ccc3ccccc3c2)cc1Cl do in these assays?
FXIIa inh 1536: 15; PPC-1+TRAIL kill: -5; FXIa inh 1536: 11; EP2 antag: 3; L929 necroptosis: -0.7; TbHK1 inh: 5; Wee1 degr inh: 0; CHOP inhibitor: 10; TNF death inh: 1.6

What do the screens show for `COc1cccc(/C(=N/O)C2CC2c2ccc(Cl)cc2)c1` (stereo unspecified)?
FXIIa inh 1536: 7; PPC-1+TRAIL kill: -3; FXIa inh 1536: -1; EP2 antag: 4; L929 necroptosis: 0.4; TbHK1 inh: 0; Wee1 degr inh: 2; CHOP inhibitor: 60; TNF death inh: 0.9

High-throughput results: PubChem BioAssay, several laboratories

A portion of the library (hit frequency here may not be typical).
